C-LANA FP: inhibitors of KSHV C-LANA binding to DNA, primary screen, biochemical, fluorescence polarization, FAM-LBS DNA, MBP-C-LANA, single point | Kaposi's sarcoma herpesvirus LANA C-terminal domain (residues 932-1162) DNA binding | inhibition, % at 9 µM | 0.078% of 340,000 active | AID 504423, 2011;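 active = highest replicate inhibition at or above 60% at 9 µM, even if other replicates fall short; inactive = all replicates below 60% inhibition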;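 also: 0% = neutral control wells and 100% = 4 µM acridine orange control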
Keap1-Nrf2 PPI: Keap1-Nrf2 protein-protein interaction inhibitors, primary screen, biochemical, fluorescence polarization, single point; Kelch-like ECH-associated protein 1 (Homo sapiens), Q14145; Keap1 Kelch-Nrf2 peptide fluorescence polarization, 1536-well; inhibition, % at 9.4 µM; 0.15% of 340,000 active; AID 504523, 2011; in the data active = inhibition above about 12%;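 also: human Keap1 Kelch domain with fluorescein labeled Nrf2 9mer peptide probe; 0% = neutral control wells and 100% = peptide positive control; higher means more block of Keap1 binding to Nrf2 peptide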
NSD2 HMT inh: NSD2 histone methyltransferase inhibitors, primary screen, biochemical, AlphaScreen, single concentration, set 2. Histone-lysine N-methyltransferase NSD2 (Homo sapiens), O96028. NSD2 peptide methylation, 120 min. inhibition, % at 12.5 µM. 0.54% of 310,000 active; in the data active = inhibition above about 50%
SR-BI DiI-HDL act: activators of SR-BI mediated DiI-HDL uptake, primary screen, ldlA[mSR-BI] CHO cells, DiI fluorescence | 3 h; 100 = double the neutral-control signal | activation, % at 12.5 µM | 0.096% of 320,000 active | AID 504775, 2011;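 active = mean replicate activation of at least 60% and every replicate at or above 60%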;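 also: 0% = median plate neutral-control signal and 100% = twice that signal; values of inactives mirror those of a sister screen read the other way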
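System: CHO ldlA[mSR-BI] cells / Medium: HEPES-buffered (25 mM, pH 7.4) F12 plus 0.5% BSA / Probe or stimulus: labelled HDL, 10 µg/mL / Doses: single compound concentration, delivered by pin transfer / Schedule: 3 h, 37 °C / Measured by: DiI fluorescence, bottom read / Measure: cell-associated DiI fluorescence as measure of HDL uptake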
PvdQ acylase: P. aeruginosa PvdQ acylase inhibitors, primary screen, biochemical, fluorescence, plate reader and imaging, single point; purified PvdQ acylase; inhibition, % at 10 µM; 0.063% of 340,000 active; in the data active = inhibition above about 30%, passing the limit was not always enough;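 also: 0% = vehicle neutral wells and 100% = reference inhibitor wells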
SR-BI DiI inh: inhibitors of SR-BI mediated HDL lipid uptake, primary screen, ldlA[mSR-BI] cells, fluorescence, single point; Scavenger receptor class B member 1 (Mus musculus), Q61009; ldlA[mSR-BI] CHO cells, DiI-HDL uptake fluorescence, 3 h; inhibition, % at 12.5 µM; 0.96% of 320,000 active; AID 488896, 2010;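 active = mean replicate inhibition of at least 70% and a set share of replicates each scoring 70 or more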;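 also: 0% = median of neutral control wells and 100% = median of positive control wells; values of inactives mirror those of a sister screen read the other way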
DAGLB inh: DAGLB lipase inhibitors, primary screen, biochemical, fluorescence, HTS; Diacylglycerol lipase-beta (Homo sapiens), Q8NCG7; HEK293T DAGLB membrane lysate, EnzChek fluorogenic substrate; inhibition, % at 5.17 µM; 0.059% of 340,000 active; AID 504411, 2011; in the data active = inhibition above about 34%;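 also: 0% = enzyme with vehicle and 100% = wells lacking enzyme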
PKA-R2B activ: activators of PKA-R2B holoenzyme, primary screen, biochemical, fluorescence polarization, Cy5-IP20, human. 0.079% of 340,000 active. PKA-R2B holoenzyme dissociation; R2B truncated from residue 108, S112A mutant; 0% DMSO only, 100% 113 µM cGMP. cAMP-dependent protein kinase catalytic subunit beta (Homo sapiens) + cAMP-dependent …. AID 504700, 2011. activation, % at 11.4 µM;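 active = activation above a cutoff set at the mean over all compounds plus 3 SD, cut at about 18% in these data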;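 also: higher means more holoenzyme dissociation and a rise in polarization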
Cardiac RTF inh: cardiac RTF calcium sensitivity inhibitors, primary screen, biochemical, IANBD-TnC fluorescence, EC70 calcium. IANBD-labeled cardiac RTF, Ca2+ fluorescence. inhibition, % at 7.15 µM. Troponin I, cardiac muscle (Homo sapiens) + Troponin T, cardiac muscle (Homo sapiens) + …. 0.12% of 340,000 active;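 active = inhibition above the mean inhibition of all tested compounds plus 3 SD, cut at about 17% in these data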;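 also: assay run at fixed EC70 calcium of 1.6 mM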
Arrestin-AP2 inh: inhibitors of beta-arrestin/AP2 binding, primary screen, biochemical, GPCR trafficking, flow cytometry | beta-arrestin 1 C-terminal peptide binding to AP2 beta2-adaptin appendage (human) | inhibition, % at 10 µM | 0.31% of 340,000 active | FITC-arrestin peptide / GST-AP2 beads; AP2 beta2 appendage carries R879A mutation;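 active = inhibition above a set limit, near 3 SD of compounds lacking own fluorescence, cut at about 54% in these data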;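 also: plate controls were DMSO wells for no effect and 5 µM unlabelled arrestin peptide for full effect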
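Measured by: flow cytometry, FL1 (488/535 nm); Material: AP2 appendage R879A on GSH beads; Evaluation: percent response; Timing: pre-incubation 12 min, peptide binding 1 h, room temperature; Also added: 50 nM FITC-arrestin peptide; Medium: PBS with 0.05% Tween 20 and 0.1% BSA.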
An asterisk follows results filed as active; . = not tested or not shown.

SMILES	C-LANA FP	Keap1-Nrf2 PPI	NSD2 HMT inh	SR-BI DiI-HDL act	PvdQ acylase	SR-BI DiI inh	DAGLB inh	PKA-R2B activ	Cardiac RTF inh	Arrestin-AP2 inh
CC(NC(=O)OC(C)(C)C)C(=O)N1CCCC1C(=O)NC(Cc1ccccc1)C(N)=O (centres undefined)	-0.4	-1	-2	7	-1	-7	1	1	-4	4
CCOC(=O)c1c(N)sc(C(=O)N2CCCC(C(N)=O)C2)c1C (centres undefined)	0.0	-3	10	16	14	-16	0	1	-14	17
COc1ccc(/C=C(/NC(=O)c2ccccc2)C(=O)N2CCCC2)cc1OC	0.7	3	-2	25	2	-25	1	5	10	9
CCOC(=O)C1CCN(CC(=O)Nc2c(C(=O)OC)[nH]c3cccc(C)c23)CC1	-0.3	-1	38	12	-18	-12	3	7	-7	3
O=C(Nc1ccc2ccccc2c1[N+](=O)[O-])c1ccccc1	-0.4	-2	5	-14	-11	14	-2	-5	-4	-3
Cc1ccc(S(=O)(=O)n2c(C)nc3ccccc32)cc1	-1.0	-2	-3	7	11	-7	-3	-9	1	33
CCOC(=O)c1[nH]c(C)c(C(=O)N2CCN(c3ccc(F)cc3)CC2)c1C	-0.2	5	5	7	-17	-7	-2	-6	-15	2
CC(=O)Nc1ccc(/C=N/OCC(=O)Nc2ccc(C)cc2)cc1	0.7	-5	-1	8	11	-8	2	-18	-7	-1
CC(NC(=O)c1cccs1)c1ccc(Cl)cc1 (centres undefined)	-0.9	-3	3	24	0	-24	-4	-2	9	41
COc1ccc(C(=O)NC(C(=O)OCC(=O)Nc2sccc2C(N)=O)C(C)C)cc1 (centres undefined)	2.2	-5	0	23	-2	-23	-1	-5	5	3
CCCCOC(=O)CSc1nnc(-c2cc(OC)c(OC)c(OC)c2)o1	-0.8	-2	.	8	16	-8	-6	-2	-3	-5
COc1ccc(C2C(C(=O)c3ccco3)=C(O)C(=O)N2CC2CCCO2)c(OC)c1 (centres undefined)	-2.1	0	-3	14	3	-14	1	9	2	22
Cc1noc(C)c1C(=O)Nc1sc2c(c1C(N)=O)CCCCC2	-1.1	-5	1	-53	-14	53	-3	-3	-5	9
CC(OC(=O)c1cc2c(ccc3ccccc32)oc1=O)c1nc2ccccc2s1 (centres undefined)	0.5	-5	-3	16	-14	-16	-5	-3	-10	22
O=C(c1cc2cc([N+](=O)[O-])ccc2oc1=O)N1CCN(C2CCCCC2)CC1	0.1	1	-2	11	-9	-11	1	-7	3	-12
CCOc1ccccc1CN1CCC(n2nccc2NC(=O)CCCc2ccccc2)CC1	-1.3	-4	10	6	-6	-6	-4	4	-4	10
COCCCNC(=O)Cc1c(C)c2c(cc(C)c3c(C(C)(C)C)coc32)oc1=O	-3.5	-3	2	-27	-16	27	-2	-5	-3	8
Cc1cc(OCc2cc(C(=O)N(C)CCOc3ccccc3)no2)cc(C)c1Cl	1.1	-4	-5	-5	3	5	-16	7	8	41
COC(=O)C1CCN(C(=O)c2cc(-c3ccc(Cl)s3)nc3ccccc23)CC1	1.0	1	-2	-50	-4	50	-3	-16	0	7
CCOc1ccc(N=C(C)C2=C(O)c3ccccc3C2=O)cc1	-0.8	-2	0	3	-10	-3	-3	-3	-11	5
Cc1ccc(CNC(=O)CCS(=O)(=O)c2ccc(Br)s2)o1	0.6	-6	1	23	-15	-23	-1	-5	-9	2
Cc1ncc(CO)c(/C=N/NC(=O)c2cc3c(s2)CCCC3)c1O	1.5	3	1	-104	24	104*	0	-9	-7	1
CCCC(=O)Nc1nc(C)c(-c2csc(Nc3ccccc3OC)n2)s1	-3.0	-2	.	-40	-8	40	3	7	-8	.
Cc1ccc(N2CCN(C(=O)c3cc(C(=O)c4ccccc4C)c[nH]3)CC2)c(C)c1	0.4	1	0	-44	-5	44	9	-3	2	15
Cc1nc2ccccn2c1C(=O)N/N=C/c1ccc([N+](=O)[O-])o1	3.9	-1	.	9	-5	-9	1	-25	-6	-6
Cc1nc(C)c2c(c1C(F)(F)F)-c1ccccc1C2(F)F	1.5	-1	-3	-5	-13	5	5	-3	-13	17
O=C(COC(=O)c1ccccc1C(=O)c1ccc(Cl)cc1)NCc1ccccc1	-0.3	-3	-2	-12	-12	12	-2	-7	-12	0
C/C(=N\N1C(=O)c2ccccc2NC1c1ccco1)c1ccccc1O (centres undefined)	2.6	0	0	86*	-5	-86	0	-5	-4	-9
Cc1c(-c2ccccc2)nnn1-c1ccc(F)cc1F	-2.1	-2	-3	19	7	-19	-8	-6	5	39
Cc1ccc(SCC(=O)NCc2ccccc2C)cc1	-0.3	-1	27	11	-7	-11	-4	11	1	16
COc1cc(OC)cc(C(=O)OCC(=O)Nc2nnc(-c3ccccc3)o2)c1	-0.9	-1	1	3	-19	-3	3	6	-15	11
c1ccc(NC2=NCCN2CCC2CCCCC2)cc1	2.8	-2	.	-9	-20	9	3	-1	-3	-14
O=c1c(F)cn(C2CCCO2)c(=O)n1Cc1ccccc1Cl (centres undefined)	1.2	4	-2	11	11	-11	1	-3	-2	3
O=C1C=C(c2ccc(Cl)cc2)C(=O)N1Nc1ccccc1	-0.4	0	-2	1	-12	-1	-4	-7	-4	2
Fc1cccc(Cl)c1/C=C/c1cnc2ccccc2n1	-1.8	-2	-1	12	-15	-12	-3	-1	-19	39
CCN(CC)CCn1c2c(c(SCC(=O)Nc3nc(C)cs3)nc1=O)CCC2	0.7	2	4	8	-5	-8	2	-13	1	-9
Cc1cc(C)cc(OCC(=O)N(Cc2cccs2)C2CCS(=O)(=O)C2)c1 (centres undefined)	0.0	-8	3	-18	3	18	0	-7	-2	-7
Cc1cccc(C(=O)Nc2cccc(OCC(=O)O)c2)c1	-0.8	-1	-3	30	-19	-30	-1	-3	-6	-4
Cc1ccc(CN2CCN(Cc3cccn3-c3ccc(Cl)cn3)CC2CCO)o1 (centres undefined)	-1.5	2	3	-10	-10	10	4	-9	-5	.
COc1cc(C)nc(N2CCCC(C(=O)Nc3ccccc3Br)C2)n1 (centres undefined)	0.3	0	-1	-2	-17	2	-11	-1	-8	0
O=C(Cn1cc(C(=O)c2ccco2)c2ccccc21)NC1CCCCC1	-2.5	2	-3	-3	-13	3	-1	3	-9	18
COc1ccc(/C=C/C(=O)O)cc1COc1ccccc1C	1.4	-2	0	11	0	-11	3	5	0	-2
COc1ccccc1NC(=O)Nc1nc(CC(=O)Nc2ccccc2F)cs1	-0.6	0	1	-64	-11	64	5	-7	-7	-3
CCc1nc2nc(C)c(NS(=O)(=O)c3ccc4c(c3)CCCC4)c(=O)n2[nH]1	-2.0	2	0	.	-2	.	0	-4	-12	1
CC(C)NC(=O)c1ccccc1-c1ccccc1	-0.8	-2	-1	3	2	-3	-2	-2	-1	9
CC(C)Oc1ccc(CN2CCC(n3nccc3NC(=O)C3CC3)CC2)cc1	-0.3	-5	-5	-2	-19	2	0	15	-6	-8
NC(=O)c1cc([N+](=O)[O-])ccc1NCC1CCCCC1	1.3	-7	.	-15	-9	15	2	-2	-1	1
O=C(Cn1[nH]c(=O)c2ccccc2c1=O)Nc1ccc(-c2nnc3n2CCCCC3)cc1	0.0	-1	0	26	0	-26	-4	-8	2	26
O=C(NCc1ccccc1Cl)C1CCCN1C(=O)NC1CCCCC1 (centres undefined)	0.3	-7	-1	-7	-16	7	-1	-6	-6	-2
CCOC(=O)C1CCN(S(=O)(=O)c2cnc[nH]2)CC1	0.4	-2	-1	21	-7	-21	-3	3	0	-14
O=C(Nc1cc(Cl)ccc1N1CCOCC1)c1cccnc1	1.2	3	-2	-6	0	6	0	-4	-6	12
O=C(CCc1nnc(C2CCCCC2)o1)N1CCCCC1CCn1cccn1 (centres undefined)	0.1	0	-5	36	10	-36	-1	-3	1	31
